Screens deposited in PubChem BioAssay by several laboratories.
IDE act: IDE (human) activation, cell-based | P14735 | 340,000 compounds, 0.073% hits | activation, % at 5.96 µM | HEK cells, FAbeta-B cleavage, fluorescence polarization; 0% vehicle, 100% cell-free pure enzyme wells;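 active = activation above the mean of all tested compounds plus 3 SD, set per screening campaign, cut at about 17% in these data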
pCIP destab: p/CIP protein destabilization; Q05BA5; 290,000 compounds, 0.01% hits; F442A p/CIP-EGFP cells, EGFP fluorescence, 16 h; decrease of EGFP signal, % at 10 µM;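 active = EGFP signal decrease of at least 30% at 10 µM or well 3 SD below plate mean, unless failing retest; inactive = the rest, including hits failing retest or dose response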; note: some compounds called inactive have numbers as strong as hits; many of its hits are not listed in these tables
NALP1 inh: inhibitors of NALP1 inflammasome in yeast. S. cerevisiae NALP1/ASC/caspase-1 growth, X-gal OD620, 72 h. inhibition, % at 10 µM. 280,000 compounds, 0.61% hits. AID 2071; in the data active = inhibition mostly above about 24%, no sharp cut-off; inactive = mostly below about 32%; note: some compounds called inactive have numbers as strong as hits
PfM18AAP inh: PfM18AAP enzyme inhibition; recombinant PfM18AAP, H-Glu-NHMec fluorogenic cleavage; inhibition, % at 7.35 µM; 290,000 compounds, 1.2% hits; AID 1822;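 active = inhibition above the campaign mean inhibition over all tested compounds plus 3 SD, cut at about 28% in these data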;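 note: 0% = plate median of test compound wells and 100% = 2 mM ZnCl2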
SUMO HTRF inh: SUMOylation inhibition | HTRF SUMOylation assay, SAE1/SAE2 + UBC9, in vitro | inhibition, % at 35 µM | P63279 | 290,000 compounds, 0.36% hits; in the data active = inhibition above about 50%, passing the limit was not always enough; note: strong numbers were not always called active
Target sequence (P63279 whole entry, looked up): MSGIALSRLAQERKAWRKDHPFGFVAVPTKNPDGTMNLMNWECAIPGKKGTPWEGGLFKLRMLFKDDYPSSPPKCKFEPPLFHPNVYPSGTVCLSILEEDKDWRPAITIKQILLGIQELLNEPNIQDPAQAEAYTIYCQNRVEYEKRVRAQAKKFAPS
MEKK2mut PB1 HTS: signal of MEK5 binding to mutant human MEKK2 PB1 domain; bead flow cytometry, Alexa488-MEK5 binding to MEKK2 mutant; percent response, % at 10 µM; 290,000 compounds, 0.35% hits; AID 1530; in the data active = percent response above about 24%, passing the limit was not always enough; note: inactives centre near 1; some results filed as inactive read as strong as hits; reference of the scale not given here
MEKK3 PB1 HTS: modulators (inhibitors or enhancers) of MEK5 binding to human MEKK3 PB1 domain. binding response (% of control), % at 10 µM. 290,000 compounds, 1.4% hits. Q99759. AID 1529. bead-based flow cytometry, Alexa488-MEK5 binding to MEKK3; actives lie on both sides; 0 = blocked by unlabeled MEK5, 100 = vehicle;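 active = binding response more than 3 SD above or below the average of its plate-row segment, actives on both sides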;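 note: Alexa488 bead fluorescence after subtracting the streptavidin-only scavenger bead signal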
Target sequence (Q99759 whole entry, looked up, the tested form may be a part): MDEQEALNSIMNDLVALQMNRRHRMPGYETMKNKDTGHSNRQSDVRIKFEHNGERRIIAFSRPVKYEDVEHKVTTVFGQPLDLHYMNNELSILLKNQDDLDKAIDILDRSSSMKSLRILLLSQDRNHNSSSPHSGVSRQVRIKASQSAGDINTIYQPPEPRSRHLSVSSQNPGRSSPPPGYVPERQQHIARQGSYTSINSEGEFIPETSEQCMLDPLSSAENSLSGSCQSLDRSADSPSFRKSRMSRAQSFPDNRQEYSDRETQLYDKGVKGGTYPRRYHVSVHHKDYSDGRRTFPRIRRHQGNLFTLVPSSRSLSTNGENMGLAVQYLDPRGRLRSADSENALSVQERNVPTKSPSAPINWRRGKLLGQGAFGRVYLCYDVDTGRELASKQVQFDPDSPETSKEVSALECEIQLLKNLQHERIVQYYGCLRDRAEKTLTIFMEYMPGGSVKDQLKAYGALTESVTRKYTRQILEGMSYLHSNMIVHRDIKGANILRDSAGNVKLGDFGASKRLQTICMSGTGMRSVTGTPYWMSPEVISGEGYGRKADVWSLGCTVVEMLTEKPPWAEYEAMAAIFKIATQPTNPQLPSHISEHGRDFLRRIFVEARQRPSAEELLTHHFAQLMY
MEKK2wt PB1 HTS: raises or lowers MEK5 binding to wildtype human MEKK2 PB1 domain; 290,000 compounds, 1.1% hits; Q9Y2U5; binding response (% of control), % at 10 µM; bead flow cytometry, Alexa488-MEK5 binding to MEKK2 WT; actives lie on both sides; AID 1531; in the data active = binding response below about 67% or above about 130%
IDE cell inh: inhibits human insulin-degrading enzyme in HEK cells | inhibition, % at 5.59 µM | P14735 | 320,000 compounds, 0.41% hits | FAbetaB cleavage, fluorescence polarization;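 active = percent inhibition above the average of all tested compounds plus 3 SD, set per screening campaign, cut at about 16% in these data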;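 note: IDE supplied by intact live HEK cells; FP after avidin binding of uncleaved biotin substrate so inhibition keeps polarization high; 0% = DMSO wells and 100% = 60 µM reference IDE inhibitor Ii1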
* marks the source's active call; other numbers are inactive results; . = no result given. A portion of the library; rates above refer to the full screens.

SMILES	IDE act	pCIP destab	NALP1 inh	PfM18AAP inh	SUMO HTRF inh	MEKK2mut PB1 HTS	MEKK3 PB1 HTS	MEKK2wt PB1 HTS	IDE cell inh
CCOC(=O)c1c(C)[nH]c(C(=O)OCC(=O)Nc2cc(Cl)ccc2OC)c1C	1.1	-3.1	9.2	-13.2	21.5	0.0	98.0	101.0	-3.0
COC(=O)c1ccccc1C(=O)N1CCCC(CNC(=O)c2ccc(F)cc2)C1 (stereo unspecified)	6.5	9.4	5.3	4.8	-10.8	-1.0	99.0	101.0	-0.2
CC(C)Sc1nc2c(c(=O)[nH]1)C(c1cccs1)C1=C(CC(C)(C)CC1=O)N2 (stereo unspecified)	-2.7	6.1	35.9	-9.9	-3.6	-1.0	102.0	97.0	-4.9
COc1cc(CCC(=O)Nc2cc(C)cc(C)c2)cc(OC)c1OC	1.7	8.1	4.2	3.1	5.4	-2.0	106.0	102.0	-0.4
O=c1[nH]ncc(N/N=C\c2ccc(O)cc2O)c1Cl	-2.6	-9.9	-9.1	23.7	9.5	-1.0	105.0	95.0	-2.9
CN1CCN(c2ccc(CNS(=O)(=O)Cc3ccc(Cl)cc3)cc2)CC1	-2.3	-19.6	21.1*	-3.0	9.0	6.0	104.0	101.0	-0.5
O=C(NCc1cccs1)c1cnc2ccccn2c1=O	4.5	-1.7	7.6	-6.5	-32.4	3.0	98.0	97.0	3.7
C=C(C)CSc1nc(N)c(C#N)c(-c2ccc(C)cc2)c1C#N	-5.3	-14.3	21.8	-0.4	-2.3	2.0	104.0	99.0	-4.3
O=C(Cn1cnc2ccccc2c1=O)NCc1ccco1	-6.5	1.6	3.1	-11.8	-6.9	-4.0	94.0	96.0	-0.9
Oc1[nH]c2ccccc2c1N=NC(=S)NCCc1ccccc1	1.4	-2.7	21.5	-1.9	-16.6	0.0	130.0*	102.0	3.0
Fc1ccc(F)c(NC(=S)NCCc2ccccc2)c1	0.0	-19.6	20.2	0.9	7.5	-4.0	87.0	91.0	12.0
Cc1nn(-c2ccccc2)c(C)c1/C=N/n1c(-c2ccc(Cl)cc2)n[nH]c1=S	-10.0	-6.5	20.4	2.4	27.5	1.0	97.0	98.0	-1.2
Cc1occc1-c1nc(-c2ccccn2)no1	0.9	-0.7	-2.4	1.2	-1.2	0.0	99.0	94.0	1.9
Cc1cc2c(ncn2C)c(NS(=O)(=O)c2ccccc2Cl)c1C	2.7	-6.5	24.8	0.7	5.6	6.0	111.0	107.0	10.6
O=C(COc1ccccc1)N(Cc1cccc(F)c1)C1CCS(=O)(=O)C1 (stereo unspecified)	2.7	-2.2	27.2	-3.0	1.2	2.0	103.0	106.0	-0.7
Cc1ncc(CN2CCC(C(=O)Nc3cccc(-c4cscn4)c3)CC2)cn1	-3.8	-0.2	30.1	-4.8	9.0	11.0	106.0	114.0	-4.3
C/C(=N\Nc1cccc(C(=O)O)c1)c1ccc2c(c1)Nc1ccccc1S2	-0.6	-7.5	5.2	28.6*	-3.1	-2.0	102.0	96.0	10.4
COc1ccc(-n2c(Cc3cccn3C)nnc2SCC(=O)Nc2ccc(Cl)cc2)cc1	-0.5	-13.2	17.6	-7.1	-14.5	1.0	105.0	97.0	0.7
Cc1ccc(N2C(=O)SC(N(CC(=O)O)c3ccc(C)cc3)C2=O)cc1 (stereo unspecified)	-2.9	-16.9	-13.9	3.5	12.0	-7.0	101.0	93.0	-3.4
Cc1cccnc1NC(=O)Nc1cccc(Cl)c1	1.6	-1.6	9.8	1.8	15.0	16.0	107.0	107.0	-1.9
N#Cc1cc(-c2ccccc2)nnc1Sc1ccc(F)cc1	0.7	-3.4	10.0	-3.8	-1.6	4.0	100.0	99.0	1.8
O=C(NNC(=O)c1csc(-c2cnccc2C(F)(F)F)n1)c1ccc(C(F)(F)F)cc1	.	-15.1	17.1	-13.1	-13.4	-6.0	94.0	96.0	0.0
Clc1ccccc1OCCN1CCC(Cc2ccccc2)CC1	2.9	-9.8	20.7	5.5	-14.3	5.0	100.0	121.0	1.4
C(=C\c1ccccc1)/C=N/Nc1nc(N2CCOCC2)nc(N2CCOCC2)n1	-1.5	1.5	-17.6	-0.1	12.9	5.0	106.0	105.0	4.5
CC1CCN(c2nc(-c3ccccc3)cc(C(F)(F)F)n2)CC1	3.7	-16.7	-0.1	-9.0	4.4	1.0	98.0	97.0	0.2
C=CCc1ccccc1OCC(O)CNC1CCCC1 (stereo unspecified)	0.6	-2.1	6.9	-8.6	5.1	1.0	97.0	98.0	3.1
CCCCCC(=O)NNC(=O)c1ccc(F)cc1	3.8	-2.6	14.0	2.6	8.9	-2.0	92.0	95.0	7.6
Nn1c(=S)[nH]nc(Cc2ccc(O)cc2)c1=O	6.6	5.2	12.7	27.0	-0.4	4.0	101.0	103.0	5.4
COc1ccc(C(=O)CSc2nc(C)cc(C)n2)cc1C	1.9	-5.1	15.1	1.9	15.8	5.0	111.0	113.0	0.9
Cc1ccc(-n2c(C)cc(=O)cc2C)c(C)c1	0.1	-9.9	12.2	0.8	20.9	6.0	105.0	101.0	7.0
CCCc1cnc(N2CCN(C(=S)NC)CC2)nc1	0.4	5.5	-9.5	0.5	-3.8	-6.0	92.0	96.0	4.2
CC(C)=NOCC(=O)Nn1c(COc2ccccc2)nc2ccccc2c1=O	3.4	-7.8	-9.9	-0.9	10.9	12.0	101.0	105.0	5.5
Cc1ccc2c(c1)=C(c1ccccc1)N(O)CC(=O)N=2	4.7	-24.4	22.6	-24.4	7.1	-19.0	93.0	94.0	-6.7
Cc1cccc(C)c1NC(=O)c1sccc1SCC#N	5.0	-7.2	39.6	-7.2	2.3	4.0	101.0	104.0	0.0
Cc1c(C)c2c(OCC(=O)N[C@@H](CC(C)C)C(=O)O)cc3c(c2oc1=O)CCC(C)(C)O3	0.6	6.5	6.2	-10.1	32.0	0.0	103.0	104.0	.
Cc1ccc(NC(=O)N2CCC(NC(=O)c3ccco3)CC2)cc1	6.9	-8.5	18.4	-12.8	5.7	-5.0	96.0	89.0	-1.5
Cc1nc(-c2ccc(O)c(O)c2)cs1	9.7	5.1	5.2	94.0*	-2.8	-6.0	91.0	98.0	1.8
CCOC(=O)c1c(NC(=O)CSc2nnc(-c3c[nH]c4ccccc34)n2C)sc2c1CCCC2	-0.1	-5.9	35.8	-0.1	-13.3	-3.0	116.0	102.0	0.0
CN1CCN(c2oc(-c3ccccc3F)nc2S(=O)(=O)c2ccc(Cl)cc2)CC1	9.8	-10.9	7.6	-1.1	4.9	10.0	108.0	125.0	-0.7
CC(C)Cn1c(N)c(C(=O)COC(=O)c2c(F)cccc2F)c(=O)n(C)c1=O	-0.7	-21.9	0.0	-3.3	7.6	-4.0	66.0	84.0	3.7
C=CCn1c(SCc2cc([N+](=O)[O-])cc3c2OCOC3)nc2cc(C(=O)O)ccc2c1=O	3.3	7.8	3.4	-7.7	11.7	3.0	99.0	99.0	0.2
Cc1ccc(NC(=O)c2cc(S(=O)(=O)N3CCCCC3)ccc2N2CCOCC2)cc1F	4.4	-5.7	-14.8	0.3	-15.8	2.0	108.0	103.0	-1.3
CCN(CC)C(=S)Nc1ccc(OC)cc1	4.2	5.5	13.9	-5.7	-2.2	1.0	155.0*	113.0	-2.8
Cc1ccc(OCCCC(=O)Nc2ccccc2C(F)(F)F)cc1	2.2	5.5	5.7	6.0	-22.4	3.0	104.0	108.0	0.3
CC1(C)CC(=O)C(C=N)=C(O)C1	4.1	1.7	-16.6	-0.2	8.1	4.0	100.0	103.0	3.0
CCOC(=O)c1sc(/S(C)=N\S(=O)(=O)c2cccc(Cl)c2)c2c1CCC=C2 (stereo unspecified)	0.5	-3.9	.	4.1	-3.4	-3.0	98.0	95.0	-6.6
Cc1cccc(-c2nsc(SCC(=O)NCC3CCCO3)n2)c1 (stereo unspecified)	-0.2	-2.1	17.0	7.0	-15.7	-3.0	91.0	91.0	6.9
C=CCc1ccc(OCCn2cccc2C=O)c(OC)c1	7.0	-11.2	4.6	2.4	-14.8	6.0	102.0	104.0	-1.3
COc1ccc(COC(=O)C2CC(=O)N(Cc3ccc(C)cc3)C2)cc1 (stereo unspecified)	3.6	7.6	6.1	3.8	11.7	6.0	104.0	106.0	-6.1
CCOc1ccc(CCNC(=O)c2cc(C)on2)cc1OCC	0.2	3.8	4.4	-0.9	6.6	4.0	103.0	107.0	5.5
O=C1CC(c2ccco2)CC2=C1C(c1ccccc1)n1nc(C(F)(F)F)nc1N2 (stereo unspecified)	3.6	-12.2	3.9	-2.6	-2.7	7.0	106.0	105.0	-0.5
Cc1nn(-c2ccc(C(=O)O)cc2)c(C)c1Oc1ccccc1O	1.9	-3.3	4.2	7.0	13.3	-6.0	89.0	92.0	5.3
Clc1ccc(CSc2ccc(-c3cccnc3)nn2)cc1	2.7	6.3	6.3	-5.0	-3.2	-2.0	100.0	95.0	0.7
COc1cccc(OC)c1C(=O)NC(=S)Nc1cccc(NC(=O)c2ccco2)c1	3.0	-10.2	-3.4	5.4	9.6	-6.0	79.0	89.0	3.8
C=CCOc1ccc(C2/C(=C(\O)c3ccc4c(c3)CC(C)O4)C(=O)C(=O)N2CCN2CCOCC2)cc1OCC (stereo unspecified)	-0.7	1.0	12.1	6.4	24.3	1.0	102.0	102.0	1.0
O=C(NC1CCCCC1)C1c2ccccc2C(=O)N1Cc1ccc2c(c1)OCO2 (stereo unspecified)	3.1	6.0	-2.6	-7.0	-0.7	-1.0	91.0	98.0	0.1
Cc1ccc(NC(=O)CN(C)C(=O)c2ccc(Cl)nc2)cc1	3.8	0.5	-12.7	0.3	-9.7	-5.0	97.0	96.0	3.3
CC(C)OC(=O)/C(=C/c1ccc2c(c1)c1ccccc1n2C)NC(=O)c1ccccc1	4.7	-3.9	23.0	-3.6	7.2	5.0	103.0	104.0	5.0
CC(C)c1ccc(NC(=O)c2cccc(Br)c2)cc1	5.1	1.8	5.8	-0.1	-8.9	-10.0	107.0	102.0	0.6
COCCN1C(=O)c2oc3cc(C)c(C)cc3c(=O)c2C1c1cccc(O)c1 (stereo unspecified)	1.6	.	.	-7.4	.	-2.0	104.0	97.0	-1.2

Further entries
SMILES	IDE act	pCIP destab	NALP1 inh	PfM18AAP inh	SUMO HTRF inh	MEKK2mut PB1 HTS	MEKK3 PB1 HTS	MEKK2wt PB1 HTS	IDE cell inh
O=C(NCc1nc2ccccc2[nH]1)C1=C[C@H](c2ccc(Br)cc2)C[C@H](OCc2ccc(CO)cc2)O1	-4.3	-0.4	4.5	5.8	-29.4	1.0	105.0	107.0	1.1
c1ccc2sc(NN=C3CCCC3)nc2c1	-8.2	7.9	14.8	43.7*	-0.8	-9.0	96.0	93.0	-6.0
Cc1ccc(CC(=O)Nc2cc(C)ccn2)cc1	3.5	-1.5	-2.9	-2.0	-5.1	3.0	100.0	101.0	3.2
CCc1sc(C(=O)NCCc2ccc(S(N)(=O)=O)cc2)cc1C	3.2	1.5	-4.3	2.3	6.5	0.0	98.0	96.0	1.3

Marked active in NALP1 inh, among the entries above:
SMILES	IDE act	pCIP destab	NALP1 inh	PfM18AAP inh	SUMO HTRF inh	MEKK2mut PB1 HTS	MEKK3 PB1 HTS	MEKK2wt PB1 HTS	IDE cell inh
CN1CCN(c2ccc(CNS(=O)(=O)Cc3ccc(Cl)cc3)cc2)CC1	-2.3	-19.6	21.1*	-3.0	9.0	6.0	104.0	101.0	-0.5
